FUS suppressor – suppressors of FUS proteinopathy in yeast. S. cerevisiae FUS-expressing, growth rescue, OD600, 24 h. Potency, µM (top dose mostly 76.6 µM), for the others: at the highest dose growth rescue (activation), usual class: activators. actives 0.24% (n = 390,000);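 also: potency is read from the fitted curve at half-maximal effect; plate controls were DMSO vehicle for no effect and reference control for full effect; nearly all actives have a fitted effect of over 55% in size; some results filed as inactive show a strong effect at the top dose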
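Restored growth of FUS-toxic S. cerevisiae, read as 600 nm absorbance after 24 h at 30C in galactose medium (starting OD 0.005). Controls CP55940 and DMSO.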
EPAC1 antag – EPAC1 (human) antagonism. O95398. Potency, µM (top dose mostly 115 µM), inactives show at the top dose activity change, negative = inhibition, most hits filed as inhibitors. EPAC1 GEF assay, Rap1b-BODIPY-GDP exchange fluorescence. actives 0.14% (n = 360,000);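 also: potency is read from the fitted curve at half-maximal effect; plate controls were vehicle for no effect and positive control for full effect; nearly all actives have a fitted effect of over 50% in size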
Target sequence (O95398 whole entry, looked up): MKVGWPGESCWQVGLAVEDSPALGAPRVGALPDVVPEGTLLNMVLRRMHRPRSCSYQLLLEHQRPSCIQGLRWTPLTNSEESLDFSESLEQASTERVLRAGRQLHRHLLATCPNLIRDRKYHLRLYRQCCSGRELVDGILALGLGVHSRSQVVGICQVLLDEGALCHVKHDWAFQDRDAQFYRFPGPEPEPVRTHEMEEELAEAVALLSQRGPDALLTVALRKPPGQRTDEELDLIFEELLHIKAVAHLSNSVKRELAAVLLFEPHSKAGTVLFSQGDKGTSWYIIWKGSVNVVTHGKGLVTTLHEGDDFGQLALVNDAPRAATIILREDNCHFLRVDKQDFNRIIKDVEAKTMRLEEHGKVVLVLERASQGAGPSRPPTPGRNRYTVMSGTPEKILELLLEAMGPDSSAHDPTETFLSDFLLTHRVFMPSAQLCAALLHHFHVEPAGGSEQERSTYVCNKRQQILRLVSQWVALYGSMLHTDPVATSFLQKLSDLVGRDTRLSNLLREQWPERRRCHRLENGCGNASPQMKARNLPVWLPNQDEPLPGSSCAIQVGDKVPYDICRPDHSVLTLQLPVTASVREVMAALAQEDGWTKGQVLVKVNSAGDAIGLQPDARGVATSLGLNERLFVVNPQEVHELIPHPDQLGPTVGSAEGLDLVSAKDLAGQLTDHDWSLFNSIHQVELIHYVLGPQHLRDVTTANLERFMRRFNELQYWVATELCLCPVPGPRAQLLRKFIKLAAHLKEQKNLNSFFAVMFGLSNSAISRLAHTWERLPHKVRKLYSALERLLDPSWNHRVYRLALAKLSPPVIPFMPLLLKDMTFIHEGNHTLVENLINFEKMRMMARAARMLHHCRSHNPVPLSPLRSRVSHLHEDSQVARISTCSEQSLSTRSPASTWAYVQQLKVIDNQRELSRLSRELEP
Abeta yeast res – restores growth of yeast expressing A-beta42 peptide; actives 0.063% (n = 410,000); AID 1347071; Potency, µM (top dose mostly 46.1 µM), for inactives: at the top dose growth rescue, hits mostly activators; yeast expressing A-beta42, growth rescue, OD600, 48 h; response scale: 0% DMSO, 100% iron-clioquinol control; also: potency is read from the fitted curve at half-maximal effect; nearly all actives have a fitted effect of over 55% in size
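Yeast growth medium received pinned compounds, then yeast cells expressing toxic A-beta were added; plates incubated at 30 C for 48 hr. Growth read as absorbance at 600 nm, normalized to DMSO and equimolar FeCl3 plus clioquinol controls.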
PLK1 PBD block – PLK1 (human) polo-box domain binding inhibition | actives 2.8% (n = 360,000) | P53350 | Potency, µM, without a hit: max response, negative = inhibition, most hits filed as inhibitors | Plk1 PBD binding of FITC phosphopeptide, fluorescence polarization; also: potency is read from the fitted curve at half-maximal effect; series mostly up to about 57 µM; % is scaled to controls: 0 for no effect and ±100 for the full control effect; nearly all actives have a fitted effect of over 65% in size
PI5P4Ka inh – blocks human PI5P4K alpha kinase activity; P48426; PI5P4Kalpha enzyme, ADP-Glo luminescence, 60 min; active compounds read low; max response, %; actives 1.2% (n = 330,000); active = max response of -50% or lower; inconclusive = between -30% and -50%; inactive = -30% or higher; also: value at the top dose of about 77 µM; % is scaled to controls: 0 for no effect and ±100 for the full control effect
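PI5P4Kalpha ADP-Glo assay; 5 microM ATP final; 60 min RT reaction; HEPES pH 7.4/EGTA/CHAPS, 5% DMSO; controls lacking substrate or enzyme; luminescent end-point.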
WRN helicase inh – inhibitors of human WRN helicase; Q14191; WRN helicase unwinding, fluorescent forked duplex, kinetic; Potency, µM (top dose mostly 114 µM), for inactives: at the top dose activity change, negative = inhibition, hits mostly inhibitors; actives 0.46% (n = 360,000); also: potency is read from the fitted curve at half-maximal effect; % is scaled to controls: 0 for no effect and ±100 for the full control effect; nearly all actives have a fitted effect of over 55% in size
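Enzyme (20 nM final) and test compound sit together 15 min at room temperature before substrate addition. Substrate is a single-forked duplex oligonucleotide (100 nM) labelled with fluorophore and quencher, with 2 mM ATP; helicase unwinding raises red fluorescence, read kinetically.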
aSyn yeast inh – rescues yeast growth from alpha-synuclein toxicity. Potency, µM (top dose mostly 46.1 µM), inactives show at the top dose growth rescue (activation), usual class: activators. Yeast expressing alpha-synuclein, growth rescue, BacTiter-Glo, 24 h. actives 0.14% (n = 370,000); also: potency is read from the fitted curve at half-maximal effect; % of control where 0% means no effect; nearly all actives have a fitted effect of over 65% in size
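Screening used galactose-induced yeast with toxic alpha-synuclein levels, exposed to compound for 24 hr at 30 deg C. Cell growth, read with BacTiter-Glo luminescence, gave the measured signal.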
EPAC1 ag – activates human EPAC1 exchange factor; EPAC1 agonist qHTS, biochemical assay; response scale: 100% = response to 6.5 mM cAMP; actives 0.073% (n = 360,000); O95398; Potency, µM (doses to about 154 µM), inactives show at the top dose activation, usual class: activators; also: potency is read from the fitted curve at half-maximal effect; nearly all actives have a fitted effect of over 60% in size
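Fluorescent GDP-exchange assay: 100 nM EPAC1 with 250 nM Rap1B preloaded with BODIPY-GDP and 50 uM GDP; compounds tested as concentration series, 5 min at room temperature, then read every 5 min for 30 min (ex 480/em 540 nm); normalized to 6.5 mM cAMP.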
IL-2 act – IL-2 activation; IL-2 activation reporter assay, cell-based qHTS; stimulated with anti-CD3/CD4/CD28 beads; in transgenic mouse T cells; activation, % (series mostly up to about 46 µM); actives 0.065% (n = 360,000); in the data active = activation above about 50%; inconclusive = mostly about 30% to 49%; also: 0% is about no effect
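Unstimulated transgenic mouse T cells preincubated 60 min with compound, then stimulated with anti-CD3/anti-CD4-coated beads plus anti-CD28 for 18 h at 37 degrees C. IL-2 response read as EGFP and DsRed fluorescence by plate cytometry.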
Numbers without * were called inactive; ? = inconclusive; / = no result given; [ ] = another dose, or the depositor's remark. Unless noted, calls follow the shape of the dose curve; as a rule, active = well fitted curve in the direction sought with a large enough effect; inconclusive = small, poorly fitted or top-dose-only effect, or another doubt; inactive = no such curve, though single readings can be large; an effect the other way counts as inactive or inconclusive. Not a hit list (roughly 4.1% active in at least one column).

The first 8 records (preview)
SMILES	FUS suppressor	EPAC1 antag	Abeta yeast res	PLK1 PBD block	PI5P4Ka inh	WRN helicase inh	aSyn yeast inh	EPAC1 ag	IL-2 act
O=C(c1cc(-c2ccc(Cl)cc2Cl)on1)N1CCOCC1	5%	13%	-5%	2%	/	4%	-6%	-1%	-2.1
COc1ccc(-c2ccnc(SCC(=O)c3ccc(Cl)cc3)n2)cc1	-25%	-29%	1%	-5%	0	-10%	7%	13%	-2.4
COc1ccccc1/C=N/Nc1nncc2ccccc12	2%	-28%	-10%	-8%	4	-33%[57.1 µM]	9%	6%	0.4
COC(=O)c1[nH]c2ccc(C)cc2c1NC(=O)CN1CCc2cc(OC)c(OC)cc2C1	?	-20%	14%	-1%	-4	-3%	0%	1%	-0.4
CC(=Cc1ccccc1)C=C1SC(=S)N(CCCC(=O)Nc2ccc(C(=O)O)c(O)c2)C1=O	-1%	50µM*	-7%	?	-57*	?	-1%	12%	0.5
O=c1cc[nH]c2cc(Cl)ccc12	-19%	5%	1%	-5%	5	-4%	-9%	12%	1.3
O=C(NC1CC1)C1C2C3C4CC5C3C5C4C12 (configuration not stated)	-10%	8%	17%	0%	/	-1%	-5%	-4%	-0.5
Cn1c(CNC(=O)c2ccco2)nnc1SCC(=O)Nc1c(F)cc(F)cc1Br	21%	-1%	-10%	-10%	-4	4%	9%	1%	-0.2

The list itself, from the first entry:
SMILES	FUS suppressor	EPAC1 antag	Abeta yeast res	PLK1 PBD block	PI5P4Ka inh	WRN helicase inh	aSyn yeast inh	EPAC1 ag	IL-2 act
O=C(c1cc(-c2ccc(Cl)cc2Cl)on1)N1CCOCC1	5%	13%	-5%	2%	/	4%	-6%	-1%	-2.1
COc1ccc(-c2ccnc(SCC(=O)c3ccc(Cl)cc3)n2)cc1	-25%	-29%	1%	-5%	0	-10%	7%	13%	-2.4
COc1ccccc1/C=N/Nc1nncc2ccccc12	2%	-28%	-10%	-8%	4	-33%[57.1 µM]	9%	6%	0.4
COC(=O)c1[nH]c2ccc(C)cc2c1NC(=O)CN1CCc2cc(OC)c(OC)cc2C1	?	-20%	14%	-1%	-4	-3%	0%	1%	-0.4
CC(=Cc1ccccc1)C=C1SC(=S)N(CCCC(=O)Nc2ccc(C(=O)O)c(O)c2)C1=O	-1%	50µM*	-7%	?	-57*	?	-1%	12%	0.5
O=c1cc[nH]c2cc(Cl)ccc12	-19%	5%	1%	-5%	5	-4%	-9%	12%	1.3
O=C(NC1CC1)C1C2C3C4CC5C3C5C4C12 (configuration not stated)	-10%	8%	17%	0%	/	-1%	-5%	-4%	-0.5
Cn1c(CNC(=O)c2ccco2)nnc1SCC(=O)Nc1c(F)cc(F)cc1Br	21%	-1%	-10%	-10%	-4	4%	9%	1%	-0.2
CC1(C)N([O-])C2=C(CCCC2)[N+]1=O	29%	-14%	12%	-9%	-13	-34%	1%	-1%	1.9
CC(=O)Nc1ccc(NC(=O)Cc2sc(C)nc2-c2ccc(C)cc2)cc1	12%	-7%	-6%	-7%	-4	6%	0%	-1%	-0.4
Cc1cc(S(=O)(=O)N2CCOCC2)ccc1OCC(=O)NCC1CCCO1 (configuration not stated)	34%	-9%	-22%	-11%	-7	2%	-2%	1%	-1.2
COc1ccc(/C=N/Nc2nc(N3CCCC3)nc(N3CCCC3)n2)c(OC)c1OC	7%	2%	4%	0%	9	-10%[57.1 µM]	0%	2%	0.3
O=c1[nH]c2cc3c(cc2cc1CN(Cc1cccnc1)C(=S)NCc1ccco1)OCCO3	26%	-9%	7%	-12%	2	-3%	0%	-3%	-1.6
CCOC(=O)CNC1CC(=O)N(c2cccc(Cl)c2)C1=O (configuration not stated)	16%	7%	-17%	-14%	/	-6%	25%	15%	0.4
CC(=O)NS(=O)(=O)c1ccc(NS(=O)(=O)c2ccc3ccccc3c2)cc1	13%	8%	11%	-11%	0	15%	9%	3%	1.2
CN1CCN(Cc2nc3ccccc3c(=O)n2Cc2nc(-c3cccc([N+](=O)[O-])c3)cs2)CC1	?	-5%	-8%	27µM*	-29	-36%	-5%	1%	-1.1
Cc1cccc(C)c1NC1=NCCCCC1	-14%	15%	-1%	-27%	-5	4%	1%	6%	0.7
COc1cccc(OCC(=O)NNC(=S)Nc2ccc(Cl)cc2Cl)c1	2%	-13%	?	-4%	-2	-5%	6%	11%	0.7
Cc1ccc(CNC(=O)c2ccc3c(=O)n(CCCN4CCCC4=O)c(=S)[nH]c3c2)cc1	16%	-2%	3%	1%	0	-3%	/	7%	0.7
CCOc1ccc(C(=O)NCCc2cnc[nH]2)cc1	-17%	-10%	0%	-10%	-1	11%	-14%	3%	-0.5
COC(=O)c1ccc(Cl)c(S(=O)(=O)N2CCCC2)c1	-8%	6%	10%	-3%	1	6%	2%	5%	-0.6
O=C(Nc1cccc(-n2cnnn2)c1)c1cc(Cl)ccc1Cl	-2%	5%	12%	-3%	-2	0%	2%	12%	-2.6
Cc1ccc(C)c(NC(=S)NC23CN4CN(CN(C4)C2)C3)c1	24%	7%	-5%	-6%	-4	5%	-4%	-3%	-0.1
CN(Cc1ccccc1)C(=O)c1cccc(NC(=O)Cc2cccc(NC(=O)C3CCN(C(=O)C4CCC4)CC3)c2)c1	?	3%	5%	0%	-3	3%	-7%	-6%	0.0
CCOc1ccc(CN2CCN(Cc3cnc(-c4ccccc4)s3)CC2CCO)cc1 (configuration not stated)	-5%	-21%	-2%	-16%	6	-5%	0%	2%	-2.2
CC(C)=CCc1c(-c2ccc(O)cc2O)oc2c3c(cc(O)c2c1=O)OC(C)(C)C=C3	26%	?	-55%[inhibitor]	-13%	-6	-9%	-37%[inhibitor]	-13%	-3.1
CCOC(=O)/C=C1\SCC(=O)N1CC(=O)NCCOC	-1%	-1%	6%	-14%	-3	6%	3%	5%	-0.4
COc1ccc(OCc2cccc(C(=O)N3CCCC3)c2)cc1	19%	9%	-19%	-3%	8	4%	16%	-2%	-1.2
COC(=O)C1=C(NC(=O)c2cccc(OC)c2)CCS1	25%	-3%	-11%	-8%	/	2%	2%	13%	3.7
Cc1nnc(SCC(=O)NC(=O)NC2CCCC2)n1N	-9%	-23%	6%	-6%	11	8%	-1%	0%	-0.6
CCCN(CCC)C(=O)c1ccc2c(c1)S(=O)(=O)c1ccccc1C2=O	9%	-5%	-3%	-5%	2	-1%	2%	0%	2.3
CC1=NN(C(=O)COc2ccc(C)c(C)c2)C(O)(c2ccccc2)C1 (configuration not stated)	15%	-14%	5%	?	1	7%	12%	-7%	-4.4
Cc1ccc(C(NC(=O)C2CCN(CCOc3ccc(Cl)cc3Cl)CC2)c2ccccn2)cc1 (configuration not stated)	30%	?	-8%	-11%	5	-9%	-18%	-5%	-0.5
Cn1cncc1C#Cc1c(-c2ccc(S(C)(=O)=O)cc2)sc2ccccc12	44%	8%	4%	-4%	-4	-13%	1%	-14%	-0.9
Cc1nccn1CCC(=O)O	7%	22%	3%	-1%	3	-11%[57.1 µM]	-12%	4%	-3.7
CC(=O)N1N=C(N)SC1c1cccc([N+](=O)[O-])c1 (configuration not stated)	4%	-16%	-25%	-3%	-8	3%	-3%	-7%	-0.7
CCOc1cccc(OCCOCCN(C)C)c1	/	-15%	9%	-11%	-6	2%	0%	8%	0.7
O=C1CC(N2CCN(Cc3ccc4c(c3)OCO4)CC2)C(=O)N1Cc1ccc(N2CCCC2=O)cc1 (configuration not stated)	29%	15%	-4%	1%	6	4%	1%	0%	-0.8
Cc1cc(C)n2nc(C)c(Br)c2n1	-12%	15%	0%	-2%	0	-3%	3%	5%	-0.8
NS(=O)(=O)c1cc(C(=O)Nc2ccc3c(c2)OCCCO3)ccc1Cl	5%	10%	-1%	-5%	4	12%	5%	12%	1.3
COC(=O)N(C)C[C@H]1OCc2cnnn2CCCC(=O)N([C@H](C)CO)C[C@H]1C	-30%	-13%	-5%	5%	-5	-2%	5%	-6%	4.3
O=[N+]([O-])c1cc(-c2ccccc2)cc([N+](=O)[O-])c1O	-13%	?	-94%[inhibitor]	?	?	-24%	-79%[inhibitor]	1%	-0.4
CC(C)(O)c1nnn(-c2ccccc2)c1C(F)(F)F	15%	-6%	11%	-16%	4	0%	1%	0%	-2.1
CN(C)S(=O)(=O)c1ccc(Cl)c(NC(=O)CSc2nc3c(cc2C#N)C(=O)CC(C)(C)C3)c1	31%	-10%	-2%	-2%	-1	6%	8%	4%	-4.6
Cc1ccc(N(CC(=O)NCc2ccccc2Cl)S(=O)(=O)c2c(C)noc2C)cc1	-15%	3%	-8%	-15%	1	2%	1%	5%	-2.2
Cc1ccc2cc(CN(CCN3CCCC3)C(=O)Nc3ccc(F)cc3)c(=O)[nH]c2c1C	33%	24%	1%	-8%	-2	3%	-1%	-9%	0.1
CNC(=S)N1CCN(c2c(F)cc3c(=O)c(C(=O)O)cn(C4CC4)c3c2OC)CC1C (configuration not stated)	-5%	-1%	1%	-11%	-4	10%	-5%	5%	0.3
O=S(=O)(NCC1CCCO1)c1ccc(S(=O)(=O)N(Cc2ccccn2)C2CC2)cc1 (configuration not stated)	/	12%	12%	-5%	-1	-4%	10%	-7%	1.5
CCCn1c(=O)[nH]c(=O)c2c1nc(-c1ccccc1)n2CCN1CCOCC1	16%	-13%	14%	-8%	8	-5%	1%	14%	-0.1
COc1c2ccoc2c(OC)c2oc(=O)ccc12	-3%	5%	-14%	3%	1	-8%	1%	5%	0.2
